Rpn11 inh – blocks the human proteasome subunit Rpn11; O00487; human 26S proteasome, Ub4-pepOG fluorescence polarization; 20S core pre-blocked with epoxomicin; calls only at 20 µM; 360,000 compounds, 0.59% hits; AID 588493;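 active means inhibition at 20 µM, scaled to each plate's controls, above about 33%, limit read from the data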
Scp1 inh – inhibitors of human Scp-1 phosphatase; Q9GZU7; Recombinant Scp1, phosphopeptide, malachite green phosphate absorbance; inhibition, % at 20 µM; 340,000 compounds, 0.88% hits;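 active means inhibition above about 50% at 20 µM, limit read from the data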;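 further: plate controls were DMSO wells with enzyme for no effect and wells lacking enzyme for full effect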
Target sequence (Q9GZU7 76-261 limits assumed): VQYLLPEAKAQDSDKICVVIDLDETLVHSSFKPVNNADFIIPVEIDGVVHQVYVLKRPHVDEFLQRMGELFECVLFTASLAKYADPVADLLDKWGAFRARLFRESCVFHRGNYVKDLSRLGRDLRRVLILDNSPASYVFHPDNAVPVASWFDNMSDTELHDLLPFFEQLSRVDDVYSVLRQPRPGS
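Assay system: SCP-1 catalytic fragment, aa 76-261 | Buffer or medium: Tris acetate buffer pH 5.5 with MgCl2 and Tween-20 | Compound: One concentration, 20 µM, with 1.0% DMSO | Also added: Phospho 17-mer peptide substrate | Signal: Absorbance at 630 nm | Incubation: 45 min enzyme reaction at room temperature | Measure: % inhibition of SCP-1 phosphate liberation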
STEP block – blocks human striatal-enriched tyrosine phosphatase. 360,000 compounds, 0.25% hits. P54829. inhibition, % at 20 µM. recombinant STEP, OMFP fluorogenic substrate, fluorescence;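 active means inhibition at 20 µM, scaled per plate between control wells, above about 37%, limit read from the data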;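 further: 0% = DMSO with enzyme and substrate and 100% = substrate only without enzyme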
Target sequence (P54829 whole entry, looked up): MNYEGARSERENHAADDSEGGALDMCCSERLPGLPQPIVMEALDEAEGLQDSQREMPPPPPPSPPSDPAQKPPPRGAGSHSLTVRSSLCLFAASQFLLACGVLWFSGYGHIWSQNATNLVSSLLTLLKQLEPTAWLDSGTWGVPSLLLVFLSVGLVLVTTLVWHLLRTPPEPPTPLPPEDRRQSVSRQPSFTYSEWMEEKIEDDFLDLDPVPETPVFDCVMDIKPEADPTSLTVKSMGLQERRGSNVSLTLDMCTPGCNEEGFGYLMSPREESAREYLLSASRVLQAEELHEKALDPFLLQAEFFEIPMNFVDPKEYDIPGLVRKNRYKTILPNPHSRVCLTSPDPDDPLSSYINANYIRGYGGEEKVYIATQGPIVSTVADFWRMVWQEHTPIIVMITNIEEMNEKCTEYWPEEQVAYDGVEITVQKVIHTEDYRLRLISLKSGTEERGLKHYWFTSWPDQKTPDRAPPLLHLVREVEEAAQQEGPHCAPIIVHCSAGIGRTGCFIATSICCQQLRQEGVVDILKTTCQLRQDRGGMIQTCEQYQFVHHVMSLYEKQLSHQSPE
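System: STEP (striatal-enriched tyrosine phosphatase) enzyme, cell-free; medium: Bis-Tris pH 6.0 buffer with DTT, detergent; dosing: 20 µM, 1% DMSO; times: reaction 20 min, ambient temperature; detection: fluorescence, 480/540 nm; read-out basis: normalized % inhibition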
SUMO1 PPI mod – SUMO1-SIM interaction modulation; P63165; SUMO1 binding to a labelled peptide, TR-FRET, 1 h; inhibition, % at 20 µM; 360,000 compounds, 0.33% hits; AID 602429; in the data active means inhibition above about 37%
Target sequence (P63165 whole entry, looked up): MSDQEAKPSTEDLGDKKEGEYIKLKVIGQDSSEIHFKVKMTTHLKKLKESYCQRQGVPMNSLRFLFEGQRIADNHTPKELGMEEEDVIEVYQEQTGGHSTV
SKN-1 block – inhibitors of C. elegans SKN-1; C. elegans VP596 Pgst-4::GFP/RFP ratio, acrylamide-induced, 24 h; 360,000 compounds, 0.49% hits; inhibition, % at 21.8 µM;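 active means interference check ratio from 0.5 to 1.5 plus GFP to RFP signal ratio inhibition reaching or exceeding a fixed threshold, cut at about 30% in these data, passing the limit was not always enough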; further: some compounds called inactive have numbers as strong as hits
CendR NRP1 mod – NRP-1/CendR interaction modulation | O14786 | FAM-RPARPAR peptide binding to NRP-1, fluorescence polarization | inhibition, % at 25 µM | 360,000 compounds, 0.85% hits;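 active means inhibition or corrected inhibition above about 18%, plus a signal ratio from 0.5 to 1.5, limit read from the data, passing the limit was not always enough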; further: strong numbers were not always called active
MT1-MMP act inh – blocks activation of human MT1-MMP. P50281. GFP/RFP ratio change, % at 20 µM. HT1080 RFP-PRO-GFP cells, GFP/RFP ratio fluorescence, overnight; percent of plate control window, DMSO zero. 360,000 compounds, 0.061% hits;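 active means GFP/RFP ratio change of at least 30% with cell ATP level not reduced by more than half and red fluorescence within 50% of control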; further: strong numbers were not always called active
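Assay system: HT1080 RFP-PRO-GFP cells. Benchmarks: DMSO vehicle wells and RFP-L50D-GFP reporter cell wells. Times: overnight cell settling, then overnight compound exposure, 37 °C, 5% CO2. Compound: 20 µM single dose, 1% DMSO. Read-out basis: GFP/RFP fluorescence ratio.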
NadD inh – inhibitors of Staphylococcus aureus NadD; purified NadD enzyme, colorimetric absorbance read-out; inhibition, % at 20 µM; 360,000 compounds, 0.78% hits; AID 602399; in the data active means inhibition above about 26%; further: some compounds past the cut are filed as inactive
LMPTP block – blocks human LMPTP phosphatase; P24666; recombinant LMPTP-A, OMFP fluorogenic substrate, fluorescence intensity; inhibition, % at 20 µM; 360,000 compounds, 0.22% hits;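 active means compounds that cut the enzyme signal by at least half of the control window in the single-dose screen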;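 further: plate controls were DMSO wells with enzyme plus substrate for no effect and substrate without enzyme for full effect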
Target sequence (P24666 whole entry, looked up): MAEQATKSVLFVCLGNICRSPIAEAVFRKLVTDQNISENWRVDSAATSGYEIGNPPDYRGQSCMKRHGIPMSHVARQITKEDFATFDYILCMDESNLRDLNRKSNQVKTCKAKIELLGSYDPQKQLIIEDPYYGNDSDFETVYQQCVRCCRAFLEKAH
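Assay system: LMPTP-A phosphatase enzyme | Input: 0.625 nM enzyme | Also added: Fluorogenic phosphatase substrate OMFP at 400 µM final | Compound dosing: One test concentration per compound, 20 µM, with 3% DMSO overall | Schedule: 50 min enzyme reaction at room temperature, protected from light | Signal: Fluorescence intensity | Benchmarks: no-enzyme and uninhibited controls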
DNMT1 inh – inhibitors of human DNMT1 | DNMT1 molecular beacon, Hinp1I cleavage, fluorescence | AID 588458 | 360,000 compounds, 0.83% hits | inhibition (reported as % activation of signal), % at 10 µM | P26358; in the data active means inhibition above about 50%
Active calls of the source: *; i = inactive; · = not tested or not shown.

1: O=C(O)c1ccc(N=NN2CCCCC2)cc1
2: Cc1ccc(-c2cc(-c3ccccc3)[nH]c(=S)c2C#N)cc1
3: S=c1[nH]nc(-c2cccc(Cl)c2)n1Cc1ccccc1
4: Cc1cccc(N2CCN(C(=O)c3ccc4nc(N5CCCCC5)sc4c3)CC2)c1C
5: Cc1cc(-c2ccc(/C=N/n3cnnc3)o2)c(C)c([N+](=O)[O-])c1
6: c1ccc(-c2nnc3oc(-c4cccs4)nn23)cc1
assay / entry	1	2	3	4	5	6
Rpn11 inh	i	i	i	i	i	i
Scp1 inh	-3	-13	-10	1	4	·
STEP block	1	1	-4	4	0	2
SUMO1 PPI mod	0	-2	0	0	-21	-12
SKN-1 block	6	12	14	-7	27	13
CendR NRP1 mod	-7	2	-10	-9	-4	-7
MT1-MMP act inh	-3	3	0	-9	0	-4
NadD inh	-3	17	7	8	1	1
LMPTP block	-0.9	0.2	-2.5	8.4	1.3	0.3
DNMT1 inh	-4	-6	-5	-6	-2	8

7: Cc1ccc(/C=N/n2c(COc3ccccc3)n[nH]c2=S)o1
8: CCOC(=O)CSc1nnc(-c2cccnc2)n1C
9: CC(C)CC(NS(=O)(=O)c1ccc2c(c1)oc(=O)n2C)C(=O)NCc1cccnc1 (stereo not drawn)
10: COc1cc(C=O)cc(OC)c1OS(=O)(=O)c1ccc(NC(C)=O)cc1
11: COc1ccc(CC(=O)OCC(=O)NCc2ccccc2Cl)cc1
12: Cn1c(=O)c2c(nc(Sc3ncccn3)n2Cc2ccc(Cl)cc2)n(C)c1=O
assay / entry	7	8	9	10	11	12
Rpn11 inh	i	i	i	i	i	i
Scp1 inh	1	-3	-3	13	-1	2
STEP block	3	0	-3	-1	0	-8
SUMO1 PPI mod	-2	-4	0	0	-13	9
SKN-1 block	-3	-9	-15	4	-12	-8
CendR NRP1 mod	-8	5	-5	-8	16	-13
MT1-MMP act inh	1	1	1	4	0	-5
NadD inh	-4	-8	-1	-1	0	-4
LMPTP block	-1.2	0.6	-2.0	-0.7	1.0	-0.9
DNMT1 inh	3	6	6	5	3	6

13: Cc1nc(N2CCN(S(=O)(=O)c3ccccc3)CC2)c2c3c(sc2n1)CC(C)CC3 (stereo not drawn)
14: Cc1nn(Cc2cccc(C(=O)NC34CC5CC(CC(C5)C3)C4)c2)c(C)c1Br
15: Cc1ccc(NC2=C(N3CCOCC3)C(=O)c3ccccc3C2=O)cc1
16: COc1cc(=O)n(C)c2c(OCC(O)C(C)(C)O)cccc12 (stereo not drawn)
17: Cc1cccc(NC2=NC(=S)N(c3cccc(C(=O)O)c3)C23CCCCC3)c1
18: COc1ccc(NC(=S)N2CCN(C(c3ccccc3)c3ccccc3)CC2)cc1OC
assay / entry	13	14	15	16	17	18
Rpn11 inh	i	i	i	i	i	i
Scp1 inh	9	2	-5	-11	-3	-5
STEP block	6	2	6	-5	-2	-2
SUMO1 PPI mod	-3	-1	-9	0	6	3
SKN-1 block	5	1	18	17	11	7
CendR NRP1 mod	-2	6	8	-6	0	-4
MT1-MMP act inh	-27	-2	6	2	3	-32
NadD inh	21	-1	1	1	7	6
LMPTP block	3.9	1.7	4.4	-1.6	-0.9	2.1
DNMT1 inh	-3	-5	-16	-2	11	-1

The final three compounds of the part above are carried over, then new ones follow.
16: COc1cc(=O)n(C)c2c(OCC(O)C(C)(C)O)cccc12 (stereo not drawn)
17: Cc1cccc(NC2=NC(=S)N(c3cccc(C(=O)O)c3)C23CCCCC3)c1
18: COc1ccc(NC(=S)N2CCN(C(c3ccccc3)c3ccccc3)CC2)cc1OC
19: O=C(CO/N=C\c1ccccc1)Nc1ccccc1C(=O)N1CCOCC1
20: COC(=O)c1ccccc1NC(NC(=O)c1ccco1)C(=O)c1ccccc1 (stereo not drawn)
21: O=C(COc1cccc(Cl)c1)Nc1ccc2c(c1)CCC2
22: COCCNc1nc(NCCCN2CCCC2=O)c2sc(-c3ccccc3)cc2n1
23: NC1=NC(=O)/C(=C/c2ccc(Cl)cc2Cl)S1
24: Cc1ccc(-n2c(SCC(=O)Nc3ccc(C(=O)O)cc3)nnc2-c2ccncc2)cc1
assay / entry	16	17	18	19	20	21	22	23	24
Rpn11 inh	i	i	i	i	i	i	i	i	i
Scp1 inh	-11	-3	-5	-7	-3	-8	·	-6	-4
STEP block	-5	-2	-2	-2	3	-3	2	4	0
SUMO1 PPI mod	0	6	3	0	0	3	-8	15	-2
SKN-1 block	17	11	7	10	-1	2	8	7	-1
CendR NRP1 mod	-6	0	-4	-7	2	-6	5	-5	-2
MT1-MMP act inh	2	3	-32	-2	-2	4	2	-1	-1
NadD inh	1	7	6	-1	-2	-9	4	3	-6
LMPTP block	-1.6	-0.9	2.1	0.6	1.4	1.9	7.5	41	-2.7
DNMT1 inh	-2	11	-1	3	-5	6	-3	27	-4

25: CC(C)Cc1nnc(NC(=O)c2cccc(S(=O)(=O)N3CCOCC3)c2)s1
26: CN1CCN(NC(=O)c2ccc(Cl)s2)CC1
27: O=C(Cc1csc2ccccc12)NCC1CC1
28: COc1ccc(N(C(C)=O)S(=O)(=O)c2cc(OC)ccc2OC)cc1
29: COc1ccc(C2(NC(C)=O)CCN(C(=O)CCC(=O)O)CC2)cc1
30: COc1ccccc1CNc1ncccn1
assay / entry	25	26	27	28	29	30
Rpn11 inh	i	i	i	i	i	i
Scp1 inh	-4	2	·	-4	-7	0
STEP block	0	1	0	3	1	1
SUMO1 PPI mod	-2	3	0	-2	3	1
SKN-1 block	11	-10	17	13	9	5
CendR NRP1 mod	5	18	6	6	6	1
MT1-MMP act inh	3	1	4	1	5	1
NadD inh	2	1	5	0	-2	-4
LMPTP block	-0.6	-1.3	-1.6	-0.3	-1.0	-2.6
DNMT1 inh	5	5	2	1	1	0

31: CCc1noc(C)c1C(=O)OCC(=O)NC(C)c1ccccc1 (stereo not drawn)
32: CC(=O)N1CCCc2cc(S(=O)(=O)Nc3ccccc3C)ccc21
33: O=C(Nc1ccc2c(c1)OCO2)c1ccc(Br)s1
34: CC1CCCC(NC(=O)COC(=O)CSc2ccc3ccccc3c2)C1C (stereo not drawn)
35: O=C(O)c1ccc(N=C2SCC(=O)N2Cc2ccccc2)cc1
36: Cc1noc(C)c1COc1ccc(C(=O)NCc2cccs2)cc1
assay / entry	31	32	33	34	35	36
Rpn11 inh	i	i	i	i	i	i
Scp1 inh	-5	-1	-15	-10	2	5
STEP block	-3	-1	-6	-4	-2	-1
SUMO1 PPI mod	1	-3	2	-1	2	2
SKN-1 block	3	-9	16	-8	0	5
CendR NRP1 mod	-12	-1	2	-4	6	-7
MT1-MMP act inh	0	1	4	-3	0	4
NadD inh	4	5	1	3	3	5
LMPTP block	-1.2	-1.0	0.7	3.6	0.4	-0.1
DNMT1 inh	1	0	-9	-4	1	1

Some of these compounds in order of length of the SMILES, low to high.
33: O=C(Nc1ccc2c(c1)OCO2)c1ccc(Br)s1
31: CCc1noc(C)c1C(=O)OCC(=O)NC(C)c1ccccc1 (stereo not drawn)
34: CC1CCCC(NC(=O)COC(=O)CSc2ccc3ccccc3c2)C1C (stereo not drawn)
assay / entry	33	31	34
Rpn11 inh	i	i	i
Scp1 inh	-15	-5	-10
STEP block	-6	-3	-4
SUMO1 PPI mod	2	1	-1
SKN-1 block	16	3	-8
CendR NRP1 mod	2	-12	-4
MT1-MMP act inh	4	0	-3
NadD inh	1	4	3
LMPTP block	0.7	-1.2	3.6
DNMT1 inh	-9	1	-4

More compounds follow:
37: CCOC(=O)c1c(C)n(-c2ccc(F)cc2)c2ccc(O)cc12
38: CCOc1ccc(OCC)c(NC(=O)CN(C)S(=O)(=O)c2cccc3nsnc23)c1
39: COC(=O)CC1=C(C)C(=O)CC2C(C)(C)CCCC12C (stereo not drawn)
40: O=C(O)CC1=C(O)C(=O)N(c2ccccc2)C1c1ccccc1 (stereo not drawn)
41: CCN(CC)CCN1C(=O)C(=O)/C(=C(/O)c2ccc(OC)cc2)C1c1ccco1 (stereo not drawn)
42: O=C(CCc1nc2ccccc2c(=O)[nH]1)OCc1ccc(-c2ccccc2)cc1
assay / entry	37	38	39	40	41	42
Rpn11 inh	i	i	i	i	i	i
Scp1 inh	-10	-6	1	-10	3	0
STEP block	2	2	0	-2	0	0
SUMO1 PPI mod	0	-30	-3	0	1	-2
SKN-1 block	4	27	7	-13	-15	-7
CendR NRP1 mod	10	-1	-10	-12	7	-7
MT1-MMP act inh	-3	-5	7	2	-11	-1
NadD inh	-3	-8	1	0	-2	-2
LMPTP block	2.3	2.0	-0.4	0.3	-2.1	-0.7
DNMT1 inh	-2	-4	0	-1	-4	11

43: CN(Cc1nc(-c2cccs2)no1)CC1(N2CCOCC2)CCCCC1
44: Cc1ccc(C(=O)Nc2ccc3nc(C)sc3c2)o1
45: O=C1C2CC=CCC2C(=O)N1CNc1ccccc1 (stereo not drawn)
46: COc1cc2cc(C)nc(Cc3cccc4ccccc34)c2cc1OC
47: CC(=O)Nc1ccc(S(=O)(=O)NCCNc2ccccc2[N+](=O)[O-])cc1
48: O=S(=O)(Nc1ccc(F)cc1)N1CCCCCC1
assay / entry	43	44	45	46	47	48
Rpn11 inh	i	i	i	i	i	i
Scp1 inh	-6	·	-6	7	4	-4
STEP block	-5	0	-2	-1	-2	1
SUMO1 PPI mod	-1	3	-2	5	-19	0
SKN-1 block	1	8	8	5	4	8
CendR NRP1 mod	-8	-4	3	6	-4	12
MT1-MMP act inh	1	7	-2	3	0	-3
NadD inh	-3	3	-6	1	-2	-1
LMPTP block	0.8	-1.9	-0.6	3.1	2.3	-1.9
DNMT1 inh	-1	1	1	-21	7	-1

49: CCCS(=O)(=O)NC(=O)C1(C)CCN(C(=O)c2ccc(F)c(Cl)c2)C1 (stereo not drawn)
50: O=C1CN(S(=O)(=O)c2cc(Cl)ccc2Cl)c2ccccc2N1
51: COc1ccccc1NC(=O)CCN1C(=O)C2CC=C(Cl)CC2C1=O (stereo not drawn)
52: NS(=O)(=O)c1ccc(N/N=C/c2cn(-c3ccccc3)nc2-c2cccs2)cc1
53: CCOc1ccc2c(=O)c(Oc3ccccc3OCC)coc2c1
54: Cc1ccc(NC(=S)NCCN(C2CCCCC2)C2CCCC2)cc1C
55: CCCNCCC(c1ccco1)c1ccccc1OC (stereo not drawn)
assay / entry	49	50	51	52	53	54	55
Rpn11 inh	i	i	i	i	i	i	i
Scp1 inh	·	-7	0	-13	-5	-1	-11
STEP block	-3	-3	3	-1	-7	36	2
SUMO1 PPI mod	0	7	1	1	-1	-2	-2
SKN-1 block	6	16	3	6	36*	0	-5
CendR NRP1 mod	3	22*	-6	30*	-3	-18	-3
MT1-MMP act inh	2	1	4	3	-7	-1	3
NadD inh	-3	-4	4	7	-2	-10	-3
LMPTP block	-1.0	-0.4	-2.1	0.7	-2.1	-0.7	-0.6
DNMT1 inh	3	-6	1	-26	-2	0	-8
